Screening results as filed in PubChem BioAssay.
ROS inducer: raises reactive oxygen species in U2OS cancer cells; U2OS ROS induction, H2DCF-DA fluorescence; ROS induction (% of piperlongumine), % at 10 µM; actives 2% (n = 46,000); in the data active means ROS induction above about 79%, passing the limit was not always enough; inconclusive means no clear call, values can overlap the other calls;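 further: 0% = DMSO vehicle median and 100% = reference compound median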
Starred values were filed as active, the others as inactive. Some of the compounds tested (hit frequency here may not be typical).

`Cc1c(C(=O)NCc2ccc(N3CCN(C)CC3)cc2)cnn1-c1ccc(Cl)cc1` gave ROS inducer 1.
COc1ccc(NC(=O)N(C)C[C@@H]2OCc3cn(nn3)CCCC(=O)N([C@H](C)CO)C[C@@H]2C)cc1 was read as ROS inducer 12.
For C[C@@H]1CN([C@H](C)CO)C(=O)Cc2cc(NC(=O)c3ccncc3)ccc2O[C@H]1CN(C)Cc1ccc(C(=O)O)cc1 the results were ROS inducer -1.
Screening COCCCNC(=O)[C@]1(Cc2ccccc2CN=[N+]=[N-])N=C(c2ccc(OCCCO)cc2)O[C@@H]1c1ccccc1 returned ROS inducer 53.
Screening COc1ccc(NC(=O)N(C)C[C@H]2Oc3ccc(NC(=O)Nc4ccccc4)cc3C(=O)N([C@@H](C)CO)C[C@@H]2C)cc1 returned ROS inducer 12.
C[C@H]1CN([C@@H](C)CO)C(=O)c2cccc(NC(=O)Nc3ccc4c(c3)OCO4)c2O[C@@H]1CN(C)C(=O)Nc1ccccc1 was read as ROS inducer 8.
`CCc1nc2sc(C)c(C)c2c(=O)n1N` gave ROS inducer 0.
Screening CS(=O)(=O)N(CC(=O)Nc1ccc(Br)cc1)c1ccc(Cl)c(C(F)(F)F)c1 returned ROS inducer -1.
Cc1noc(C)c1S(=O)(=O)Nc1ccc2c(c1)CC(=O)N([C@H](C)CO)C[C@H](C)[C@H](CN(C)C(=O)Nc1ccc(F)cc1)O2 was read as ROS inducer 2.
For Clc1ccc2c(c1)N=C(N1CCNCC1)c1ccccc1N2 the results were ROS inducer 14.
O=C(C(Sc1ccccc1)c1ccccc1)N1CCCc2ccccc21 (stereo unspecified) was read as ROS inducer 6.
Screening C[C@H]1CN([C@@H](C)CO)C(=O)c2cc(NS(=O)(=O)c3ccc(F)cc3)ccc2O[C@@H]1CN(C)C(=O)Nc1ccc(C(F)(F)F)cc1 returned ROS inducer 7.
Screening C[C@H](CO)N1C[C@H](C)[C@H](CN(C)Cc2ccc(C(=O)O)cc2)Oc2ccc(NS(=O)(=O)c3cn(C)cn3)cc2C1=O returned ROS inducer -10.
CNC[C@H]1Oc2ccc(NC(=O)Nc3ccc(OC)cc3)cc2CC(=O)N([C@@H](C)CO)C[C@H]1C was read as ROS inducer -8.
For C[C@@H]1CN([C@@H](C)CO)C(=O)c2cc(NC(=O)C3CC3)ccc2O[C@H]1CN(C)C(=O)Nc1ccc(C(F)(F)F)cc1 the results were ROS inducer 20.
For C[C@H](CO)N1C[C@H](C)[C@H](CN(C)C(=O)Nc2ccc3c(c2)OCO3)Oc2ccc(NS(=O)(=O)c3cn(C)cn3)cc2CC1=O the results were ROS inducer -8.
`CCN(CC)CCOC(=O)c1cc(Cl)c(N)cc1OC` gave ROS inducer -5.
Cc1noc(C)c1NC(=O)Nc1cccc2c1O[C@@H](CN(C)Cc1ccc(C(=O)Nc3ccccc3N)cc1)[C@@H](C)CN([C@H](C)CO)C2=O was read as ROS inducer 7.
`CCn1c(SCC(=O)c2ccc(OC)cc2)nnc1-c1cccs1` gave ROS inducer 16.
`CNC[C@@H]1OCCCC[C@@H](C)Oc2ccc(NC(=O)Nc3ccc4c(c3)OCO4)cc2C(=O)N([C@H](C)CO)C[C@@H]1C` gave ROS inducer 36.

6 records drawn at random from those above, as already listed:
For C[C@@H]1CN([C@@H](C)CO)C(=O)c2cc(NC(=O)C3CC3)ccc2O[C@H]1CN(C)C(=O)Nc1ccc(C(F)(F)F)cc1 the results were ROS inducer 20.
Cc1noc(C)c1NC(=O)Nc1cccc2c1O[C@@H](CN(C)Cc1ccc(C(=O)Nc3ccccc3N)cc1)[C@@H](C)CN([C@H](C)CO)C2=O was read as ROS inducer 7.
COc1ccc(NC(=O)N(C)C[C@@H]2OCc3cn(nn3)CCCC(=O)N([C@H](C)CO)C[C@@H]2C)cc1 was read as ROS inducer 12.
Screening COc1ccc(NC(=O)N(C)C[C@H]2Oc3ccc(NC(=O)Nc4ccccc4)cc3C(=O)N([C@@H](C)CO)C[C@@H]2C)cc1 returned ROS inducer 12.
`CCc1nc2sc(C)c(C)c2c(=O)n1N` gave ROS inducer 0.
Cc1noc(C)c1S(=O)(=O)Nc1ccc2c(c1)CC(=O)N([C@H](C)CO)C[C@H](C)[C@H](CN(C)C(=O)Nc1ccc(F)cc1)O2 was read as ROS inducer 2.

Carrying on:
`C[C@H](CO)N1C[C@H](C)[C@H](CN(C)S(=O)(=O)c2ccc(F)cc2)Oc2ncc(C#Cc3ccc(F)cc3)cc2C1=O` gave ROS inducer inconclusive.
`Cc1cc2nn(-c3ccc(Cl)cc3)nc2cc1NC(=O)c1ccco1` gave ROS inducer -6.
`C[C@H](CO)N1C[C@H](C)[C@@H](CN(C)C)Oc2ccc(NS(=O)(=O)c3ccc(Cl)cc3)cc2C1=O` gave ROS inducer -5.
Screening COc1ccc(-c2cc3ccccc3oc2=O)cc1NC(=O)COc1ccc(Br)cc1 returned ROS inducer -5.
`CNc1cc(=O)n(-c2ccccc2)c(=O)n1-c1ccccc1` gave ROS inducer 11.
CCOC(=O)N1CCN(C(=O)CCn2c(=S)[nH]c3cc4c(cc3c2=O)OCO4)CC1 was read as ROS inducer -5.
O=S(=O)(c1cc(Cl)ccc1Cl)n1ccnc1 was read as ROS inducer -6.
Screening C[C@H]1CN([C@@H](C)CO)C(=O)c2cccc(NS(=O)(=O)c3ccc(Cl)cc3)c2O[C@H]1CN(C)Cc1ccc(Cl)c(Cl)c1 returned ROS inducer 4.
For Cc1noc(C)c1NC(=O)N(C)C[C@@H]1Oc2ccc(NS(=O)(=O)c3ccc(F)cc3)cc2CC(=O)N([C@H](C)CO)C[C@@H]1C the results were ROS inducer 12.
O=C(CSc1nc(-c2ccccc2)nc2c1Cc1ccccc1O2)Nc1ccccc1 was read as ROS inducer 9.
Screening COc1ccc(C(=O)NCc2ccc(C#N)cc2)cc1OC returned ROS inducer 15.
Screening c1ccc(CCNc2ncnc3scc(C4COc5ccccc5O4)c23)cc1 (stereo unspecified) returned ROS inducer inconclusive.
`CCOC(=O)C1=C(CC)NC2=C(C(=O)CCC2)C1c1ccccc1OCC` (stereo unspecified) gave ROS inducer -9.
For OC1COC(OCC2OC(OCc3ccccc3)C(O)C(O)C2O)C(O)C1O (stereo unspecified) the results were ROS inducer -10.
CN(C)CCn1nnnc1SCC1=C(C(=O)O)N2C(=O)[C@@H](NC(=O)Cc3csc(N)n3)[C@H]2SC1 was read as ROS inducer 4.
Screening C=C1CCC2(C(=O)O)CCC3(C)C(=CCC4C5(C)C[C@@H](O)[C@H](O)C(C)(CO)C5CCC43C)C2C1C (stereo partly specified) returned ROS inducer 22.
Screening O=C(c1ccco1)N(Cc1ccco1)c1ccc(O)cc1 returned ROS inducer -5.
For COC(=O)c1scc(S(=O)(=O)C(C)(C)C)c1-n1cccc1 the results were ROS inducer 17.
Screening O=C(NCCCN1CCCC1)c1csc2c1CCCCC2 returned ROS inducer -6.
Screening C[C@H]1CN([C@@H](C)CO)C(=O)c2cc(NC(=O)CCCCCC(=O)Nc3ccccc3N)ccc2O[C@@H]1CN(C)C(=O)Nc1ccc(F)cc1 returned ROS inducer 108*.
`O=C(CSc1nc2ccccc2c(=O)n1CCC(=O)N1CCCCC1)c1ccccc1` gave ROS inducer 18.
For C[C@@H]1CCCCO[C@H](CN(C)C(=O)c2ccncc2)[C@@H](C)CN([C@H](C)CO)C(=O)c2cc(NS(=O)(=O)c3ccc(Cl)cc3)ccc2O1 the results were ROS inducer -10.
For COC(NC(=O)c1ccccc1)(C(F)(F)F)C(F)(F)F the results were ROS inducer 2.
C[C@@H]1CN([C@H](C)CO)C(=O)c2cc(NC(=O)Cc3ccccc3)ccc2O[C@@H]1CN(C)Cc1ccccc1 was read as ROS inducer 4.
Screening CS(=O)(=O)N1N=C(c2ccc(Br)cc2)CC1c1cc2ccccc2nc1Cl (stereo unspecified) returned ROS inducer 7.
`CNC[C@H]1Oc2c(NC(=O)C3CCOCC3)cccc2C(=O)N([C@H](C)CO)C[C@@H]1C` gave ROS inducer -5.
`CCCS(=O)(=O)c1c(S(=O)(=O)CCC)c2ccccn2c1C(=O)OC` gave ROS inducer -5.
Screening C[C@H](CO)N1C[C@H](C)[C@H](CN(C)S(=O)(=O)c2ccc(F)cc2)Oc2ncc(-c3cccc(F)c3)cc2C1=O returned ROS inducer 62.
`O=C(O)c1ccccc1C(=O)NCC1COc2ccccc2O1` (stereo unspecified) gave ROS inducer -7.
C[C@@H]1CN([C@@H](C)CO)C(=O)c2cccc(NC(=O)c3ccc(-c4nccs4)cc3)c2O[C@@H]1CN(C)C(=O)Nc1cccc2ccccc12 was read as ROS inducer 23.
Screening COc1cc(C(=O)Nc2ccc3nc(N4CCN(C)CC4)cc(C)c3c2)cc(OC)c1OC returned ROS inducer -17.
CN(Cc1cc2ccccc2[nH]c1=O)S(C)(=O)=O was read as ROS inducer -2.
Screening C[C@@H]1CN([C@@H](C)CO)C(=O)c2cc(NC(=O)NC3CCCCC3)ccc2O[C@H]1CN(C)S(C)(=O)=O returned ROS inducer -6.
COc1ccc(-c2nc(N(C)c3ccccc3)[nH]c(=O)c2C#N)cc1 was read as ROS inducer 18.
Screening Cc1noc(C)c1NC(=O)Nc1ccc2c(c1)C(=O)N([C@@H](C)CO)C[C@@H](C)[C@@H](CN(C)S(=O)(=O)c1ccccc1)O2 returned ROS inducer -9.
C[C@@H]1CN([C@H](C)CO)C(=O)c2cccc(NC(=O)CCCCCC(=O)Nc3ccccc3N)c2O[C@H]1CN(C)Cc1ccncc1 was read as ROS inducer -2.
`Cc1nn(-c2cc(Cl)ccc2Cl)c(N)c1-c1nc(-c2ccccc2)cs1` gave ROS inducer 38.
For C[C@H]1CN([C@@H](C)CO)C(=O)CCCn2cc(nn2)CO[C@H]1CN(C)C(=O)c1ccc(N2CCN(C)CC2)cc1 the results were ROS inducer 1.
CCCOc1ccc(/C(=N\O)C(C)(C)NO)cc1 was read as ROS inducer 0.
C[C@@H]1CN([C@@H](C)CO)C(=O)CCCn2nncc2CO[C@H]1CN(C)C(=O)Nc1cccc(Oc2ccccn2)c1 was read as ROS inducer 2.
`C[C@H]1CN([C@@H](C)CO)C(=O)Cc2cc(NS(=O)(=O)c3cn(C)cn3)ccc2O[C@@H]1CN(C)Cc1ccncc1` gave ROS inducer 79*.
Screening Cc1ccc(S(=O)(=O)N(C)C[C@H]2Oc3ccc(NS(=O)(=O)c4cn(C)cn4)cc3C(=O)N([C@@H](C)CO)C[C@@H]2C)cc1 returned ROS inducer -9.
Cc1cc(C)c2nc(NC3=NC(c4ccccc4)CC(=O)N3)nc(C)c2c1 (stereo unspecified) was read as ROS inducer 114*.
`O=C(Nn1nnnc1Nc1ccccc1)C12CC3CC(CC(C3)C1)C2` gave ROS inducer -7.
`COc1cccc(CNC(C)c2ccccc2)c1OCc1ccccc1F` (stereo unspecified) gave ROS inducer 61.
O=C1CC(c2ccccc2)=Nc2ncccc2N1 was read as ROS inducer 5.
`CCOC(=O)c1cnc2nc(NCc3ccc(OC)c(OC)c3)[nH]n2c1=O` gave ROS inducer 8.
O=C1C(=O)N(CCCn2ccnc2)C(c2cccs2)C1C(=O)c1cc2ccccc2o1 (stereo unspecified) was read as ROS inducer inconclusive.
Screening Cc1cc(C(=O)Nc2cccc3c2O[C@@H](CN(C)Cc2ccc(C(=O)Nc4ccccc4N)cc2)[C@@H](C)CN([C@@H](C)CO)C3=O)n(C)n1 returned ROS inducer 74.
`CCn1c(SCC(=O)O)nnc1-c1c[nH]c2ccccc12` gave ROS inducer -20.
For Cc1ccc(C(=O)O)cc1S(=O)(=O)N(C)CCO the results were ROS inducer 3.
COc1ccc(NC(=O)N(C)C[C@H]2Oc3ccc(NS(=O)(=O)c4cn(C)cn4)cc3C(=O)N([C@@H](C)CO)C[C@@H]2C)cc1 was read as ROS inducer -6.
Cc1ccc(C(C)C)c(OCC(=O)Nn2c(=O)[nH]c3ccccc3c2=O)c1 was read as ROS inducer -7.
Cc1ccc(-c2nn(C)c(=O)c3ccccc23)cc1S(=O)(=O)NCCN1CCOCC1 was read as ROS inducer 7.
For CC(NS(=O)(=O)c1ccc(Br)cc1)C(=O)Nc1cccc(C(F)(F)F)c1 (stereo unspecified) the results were ROS inducer -1.
Screening C[C@@H]1CN([C@@H](C)CO)C(=O)c2cc(NC(=O)Cc3cn(C)c4ccccc34)ccc2O[C@H]1CN(C)S(=O)(=O)c1ccc(Cl)cc1 returned ROS inducer 20.
Screening C[C@H](CO)N1C[C@H](C)[C@H](CN(C)S(=O)(=O)c2ccc(F)cc2)Oc2c(NC(=O)C3CCOCC3)cccc2C1=O returned ROS inducer -16.
Screening CCCc1ccc(-c2cc(C(=O)NCc3cnn(C)c3)c3ccccc3n2)cc1 returned ROS inducer -1.
For C[C@H]1CN([C@@H](C)CO)C(=O)Cc2cc(N(C)C)ccc2O[C@@H]1CN(C)Cc1ccc(Oc2ccccc2)cc1 the results were ROS inducer 135*.
`C[C@H](CO)N1C[C@H](C)[C@H](CN(C)Cc2ccccc2)Oc2ccc(NS(=O)(=O)c3ccc(F)cc3)cc2C1=O` gave ROS inducer 8.
`C[C@H](CO)N1C[C@H](C)[C@@H](CN(C)C(=O)NC2CCCCC2)Oc2c(NC(=O)c3nc4ccccc4s3)cccc2C1=O` gave ROS inducer 69.
`Cn1c(SCC(=O)c2ccc([N+](=O)[O-])cc2)nnc1-c1cc2ccccc2cc1O` gave ROS inducer 16.
`C[C@H](CO)N1C[C@H](C)[C@H](CN(C)CC2CC2)Oc2c(NC(=O)Nc3ccccc3)cccc2C1=O` gave ROS inducer -3.
`O=C(CCC1CCCC1)Nc1ccc2nc3n(c(=O)c2c1)CCCCC3` gave ROS inducer 15.
Screening C[C@H](CO)N1C[C@H](C)[C@@H](CN(C)S(=O)(=O)c2cccs2)Oc2c(cccc2N(C)C)C1=O returned ROS inducer 2.

Some of these compounds in order of count of non-hydrogen atoms, rising:
Cc1ccc(C(C)C)c(OCC(=O)Nn2c(=O)[nH]c3ccccc3c2=O)c1 was read as ROS inducer -7.
Screening CCCc1ccc(-c2cc(C(=O)NCc3cnn(C)c3)c3ccccc3n2)cc1 returned ROS inducer -1.
Screening C[C@H]1CN([C@@H](C)CO)C(=O)c2cc(NS(=O)(=O)c3ccc(F)cc3)ccc2O[C@@H]1CN(C)C(=O)Nc1ccc(C(F)(F)F)cc1 returned ROS inducer 7.
